MEKK2 mut-MEK5: MEK5 binding signal on mutant MEKK2 PB1, primary screen, biochemical, multiplex bead flow cytometry, Alexa488-MEK5. Alexa488-MEK5 binding to MEKK2 mutant. percent response, % at 10 µM. 0.35% of 290,000 active. AID 1530, 2009; in the data active = percent response above about 24%, passing the limit was not always enough; also: inactives centre near 1; some results filed as inactive read as strong as hits
NS3 helicase inh: inhibitors of HCV NS3 helicase, primary screen, biochemical, Cy5 molecular beacon fluorescence; inhibition, % at 10.9 µM; NS3 helicase DNA unwinding; Hepatitis C virus NS3 helicase; 0.56% of 290,000 active; AID 1800, 2009;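 active = inhibition above the mean of all tested compounds plus 3 SD, set per campaign, cut at about 35% in these data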;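 also: 0% = DMSO wells and 100% = thioflavine S control wells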
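Control set: DMSO versus 110 µM thioflavine S; Material: NS3 helicase fragment of HCV; Measured by: Cy5 fluorescence at 0 and 60 min, beacon hairpin quenching; Read-out basis: percent inhibition from t60/t0 fluorescence ratio; Times: reaction time 60 min, 25 °C; Repeats: single replicate; Compound dosing: single dose, 10.9 µM nominal final, DMSO 0.8% final.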
CRFR2-BP ag: agonists of CRF-BP/CRF-R2 complex, primary screen, cell-based, HEK293, calcium dye fluorescence, uHTS; 0.46% of 350,000 active; AID 588473, 2011; calcium dye fluorescence (FLIPR); percent of saturating CRF peptide response; CRF-binding protein / CRF receptor 2 complex (human); activation, % at 13.2 µM;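 active = activation of at least 50%, plus an integration ratio under a set limit after plate pattern correction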;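 also: plate controls were neutral control wells without compound for no effect and CRF at EC100 for full effect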
GalR3 antagonist: GalR3 antagonists in HEK293 cells, primary screen, cell-based, fluorescence readout; Galanin receptor type 3 (Homo sapiens), O60755; HEK293 GalR3-CNG cAMP membrane potential fluorescence; galR3 body fused to GalR1 C-terminus; inhibition, % at 3 µM; 0.44% of 360,000 active; AID 651719, 2012;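 active = inhibition above the screen-wide average plus 3 SD, cut at about 13% in these data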;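 also: forskolin and galanin both at EC90 stimulate the cells; cAMP rise reported by CNG channel membrane potential dye signal; 0% = forskolin plus galanin with DMSO and 100% = forskolin alone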
Target sequence (O60755 1-299 limits assumed): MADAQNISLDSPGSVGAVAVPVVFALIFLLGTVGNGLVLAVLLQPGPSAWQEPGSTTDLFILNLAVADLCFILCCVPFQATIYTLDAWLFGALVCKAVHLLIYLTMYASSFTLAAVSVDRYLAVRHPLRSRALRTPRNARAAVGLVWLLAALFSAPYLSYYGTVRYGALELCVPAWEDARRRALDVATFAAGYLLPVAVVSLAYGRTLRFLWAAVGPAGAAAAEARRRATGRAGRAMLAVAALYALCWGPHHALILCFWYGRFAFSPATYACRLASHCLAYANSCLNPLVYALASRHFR
CRFR2-BP antag: antagonists of CRF-BP/CRF-R2 complex, primary screen, cell-based, HEK293, calcium dye fluorescence, uHTS. AID 588475, 2011. CRF-induced calcium fluorescence. 0.59% of 350,000 active. inhibition, % at 11.8 µM;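 active = inhibition of the ligand-induced calcium signal above about 50% at the single tested concentration, limit read from the data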
UBC9 SUMO inh: inhibitors of in vitro SUMOylation cascade, primary screen, biochemical, HTRF, uHTS | AID 2006, 2009 | SUMO-conjugating enzyme UBC9 (Homo sapiens), P63279 | HTRF SUMOylation assay, SAE1/SAE2 + UBC9 | inhibition, % at 35 µM | 0.36% of 290,000 active; in the data active = inhibition above about 50%, passing the limit was not always enough; also: strong numbers were not always called active
Target sequence (P63279 whole entry, looked up): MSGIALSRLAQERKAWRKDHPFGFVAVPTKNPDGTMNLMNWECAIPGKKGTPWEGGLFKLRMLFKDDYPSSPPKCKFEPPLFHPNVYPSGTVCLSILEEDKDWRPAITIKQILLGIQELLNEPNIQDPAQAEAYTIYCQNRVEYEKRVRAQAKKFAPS
MEKK3 PB1 HTS: modulators of MEKK3-MEK5 PB1 binding, primary screen, biochemical, wildtype MEKK3, multiplex bead flow cytometry, Alexa488-MEK5. binding response (% of control), % at 10 µM. AID 1529, 2009. 1.4% of 290,000 active. bead-based flow cytometry, Alexa488-MEK5 binding to MEKK3; actives lie on both sides; 0 = blocked by unlabeled MEK5, 100 = vehicle. Mitogen-activated protein kinase kinase kinase 3 (Homo sapiens), Q99759;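 active = binding response more than 3 SD above or below the average of its plate-row segment, actives on both sides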;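 also: Alexa488 bead fluorescence after subtracting the streptavidin-only scavenger bead signal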
Target sequence (Q99759 whole entry, looked up): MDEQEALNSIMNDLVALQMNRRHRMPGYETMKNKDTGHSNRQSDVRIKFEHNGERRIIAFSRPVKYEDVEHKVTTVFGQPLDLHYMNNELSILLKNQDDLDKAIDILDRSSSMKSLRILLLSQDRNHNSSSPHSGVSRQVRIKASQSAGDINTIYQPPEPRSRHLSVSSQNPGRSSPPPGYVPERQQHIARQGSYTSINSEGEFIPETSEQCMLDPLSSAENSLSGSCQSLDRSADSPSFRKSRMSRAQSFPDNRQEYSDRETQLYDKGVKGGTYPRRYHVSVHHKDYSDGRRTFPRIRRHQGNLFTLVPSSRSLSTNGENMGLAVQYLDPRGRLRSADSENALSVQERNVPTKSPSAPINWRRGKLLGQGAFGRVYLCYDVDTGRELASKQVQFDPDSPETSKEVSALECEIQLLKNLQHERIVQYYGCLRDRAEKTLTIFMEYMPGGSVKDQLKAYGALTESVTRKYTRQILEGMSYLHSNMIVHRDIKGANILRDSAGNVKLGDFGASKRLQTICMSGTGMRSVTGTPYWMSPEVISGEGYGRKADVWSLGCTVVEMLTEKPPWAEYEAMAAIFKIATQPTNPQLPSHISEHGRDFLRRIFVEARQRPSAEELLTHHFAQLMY
FID counter: compounds displacing fluorescent DNA intercalator, primary screen, artefact control for HCV NS3 helicase inhibitor project, biochemical, FID fluorescence. 0.17% of 290,000 active. DNA fluorescent intercalator displacement. inhibition, % at 7.9 µM; in the data active = inhibition above about 37%;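 also: 0% = vehicle and 100% = reference compound; higher means more ethidium bromide displaced from hairpin DNA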
MEKK2wt PB1 HTS: modulators of MEK5 binding to wildtype MEKK2, primary screen, biochemical, multiplex bead flow cytometry, Alexa488-MEK5 | Alexa488-MEK5 binding to MEKK2 WT; actives lie on both sides | 1.1% of 290,000 active | AID 1531, 2009 | binding response (% of control), % at 10 µM; in the data active = binding response below about 67% or above about 130%
* hit, by the source's call.

CCOC(=O)N1CCN(c2c(NCCCN(CC)c3cccc(C)c3)c(=O)c2=O)CC1 was read as MEKK2 mut-MEK5 6, NS3 helicase inh 2, CRFR2-BP ag -1.5, GalR3 antagonist -6, CRFR2-BP antag -14, UBC9 SUMO inh 1, MEKK3 PB1 HTS 104, FID counter -18 and MEKK2wt PB1 HTS 95.
CCCC(=O)n1nc(-c2ccc(C)cc2)nc1NCc1ccco1 was read as MEKK2 mut-MEK5 1, NS3 helicase inh 8, CRFR2-BP ag 2.9, GalR3 antagonist 1, CRFR2-BP antag -26, UBC9 SUMO inh 18, MEKK3 PB1 HTS 107, FID counter -6 and MEKK2wt PB1 HTS 106.
Cc1ccc(NC(=O)c2cnc(N3CCN(c4ccccn4)CC3)c3ccccc23)c(Br)c1 was read as MEKK2 mut-MEK5 -6, NS3 helicase inh -16, CRFR2-BP ag 2.9, GalR3 antagonist -4, CRFR2-BP antag -22, UBC9 SUMO inh 6, MEKK3 PB1 HTS 101, FID counter -24 and MEKK2wt PB1 HTS 89.
Cc1ncc(CN2CCCC(C(=O)Nc3ccc(-c4cscn4)cc3)C2)cn1 (centres undefined) was read as MEKK2 mut-MEK5 3, NS3 helicase inh 1, CRFR2-BP ag 5.3, GalR3 antagonist -2, CRFR2-BP antag -8, UBC9 SUMO inh 0, MEKK3 PB1 HTS 99, FID counter -14 and MEKK2wt PB1 HTS 107.
CCOC(=O)C1C(c2cccc(F)c2)NC(=S)NC1(O)C(F)(F)F (centres undefined) was read as MEKK2 mut-MEK5 2, NS3 helicase inh 1, CRFR2-BP ag 1.2, GalR3 antagonist -11, CRFR2-BP antag 9, UBC9 SUMO inh -10, MEKK3 PB1 HTS 102, FID counter -8 and MEKK2wt PB1 HTS 102.
Cc1cc(Sc2nccn2C)ncc1[N+](=O)[O-] was read as MEKK2 mut-MEK5 0, NS3 helicase inh 6, CRFR2-BP ag 0.9, GalR3 antagonist 0, CRFR2-BP antag -16, UBC9 SUMO inh -12, MEKK3 PB1 HTS 109, FID counter 2 and MEKK2wt PB1 HTS 111.
For CC(C)(C)NC(=O)c1cc(F)c(F)cc1Cl the results were MEKK2 mut-MEK5 4, NS3 helicase inh 2, CRFR2-BP ag -0.6, GalR3 antagonist -3, CRFR2-BP antag 5, UBC9 SUMO inh 2, MEKK3 PB1 HTS 101, FID counter -1 and MEKK2wt PB1 HTS 101.
CCCSc1nnc(NC(=O)Nc2ccc(F)cc2)s1 was read as MEKK2 mut-MEK5 -1, NS3 helicase inh 0, CRFR2-BP ag 18, GalR3 antagonist -3, CRFR2-BP antag 18, UBC9 SUMO inh 5, MEKK3 PB1 HTS 103, FID counter 0 and MEKK2wt PB1 HTS 102.
For Cc1ccc2cc(CN(CCCN3CCOCC3)C(=O)NC3CCCCC3)c(=O)[nH]c2c1C the results were MEKK2 mut-MEK5 6, NS3 helicase inh -12, CRFR2-BP ag 0.0, GalR3 antagonist 1, CRFR2-BP antag 2, MEKK3 PB1 HTS 100, FID counter 7 and MEKK2wt PB1 HTS 113.
CCN(CC)c1ccc(/C=C(\C#N)C(=O)NCc2ccco2)cc1 was read as MEKK2 mut-MEK5 33, NS3 helicase inh 13, GalR3 antagonist -2, UBC9 SUMO inh -12, MEKK3 PB1 HTS 109, FID counter -19 and MEKK2wt PB1 HTS 116.
CCOC(=O)N1CCN(C(=O)c2cc3sccc3n2C)CC1 was read as MEKK2 mut-MEK5 3, NS3 helicase inh -14, CRFR2-BP ag -1.6, GalR3 antagonist -4, CRFR2-BP antag 17, UBC9 SUMO inh 6, MEKK3 PB1 HTS 101, FID counter -15 and MEKK2wt PB1 HTS 102.
Screening Cc1cc(Cl)ccc1NC(=O)c1ccc2c(c1)OCO2 returned MEKK2 mut-MEK5 0, NS3 helicase inh -1, CRFR2-BP ag 2.1, GalR3 antagonist -9, CRFR2-BP antag 6, UBC9 SUMO inh -2, MEKK3 PB1 HTS 101, FID counter -2 and MEKK2wt PB1 HTS 105.
For COc1ccc(OC)c(Nc2nc(NCCO)c3ccccc3n2)c1 the results were MEKK2 mut-MEK5 9, NS3 helicase inh -10, CRFR2-BP ag 0.6, GalR3 antagonist -10, CRFR2-BP antag 18, UBC9 SUMO inh -6, MEKK3 PB1 HTS 108, FID counter 38* and MEKK2wt PB1 HTS 127.
`N#C/C(=C\c1ccc(N2CCOCC2)o1)C(=O)NCC1CCCO1` (centres undefined) gave MEKK2 mut-MEK5 7, NS3 helicase inh 1, CRFR2-BP ag 45, GalR3 antagonist 7, CRFR2-BP antag -14, UBC9 SUMO inh 2, MEKK3 PB1 HTS 106, FID counter -7 and MEKK2wt PB1 HTS 102.
`CCOC(=O)c1c(NC(=O)CSc2ncn[nH]2)sc(C(=O)NC)c1C` gave MEKK2 mut-MEK5 -3, NS3 helicase inh -5, CRFR2-BP ag 0.4, GalR3 antagonist 1, CRFR2-BP antag 6, UBC9 SUMO inh -5, MEKK3 PB1 HTS 100, FID counter -10 and MEKK2wt PB1 HTS 103.
`CC1(C)CC1C(=O)Nc1ccc([N+](=O)[O-])cc1Br` (centres undefined) gave MEKK2 mut-MEK5 10, NS3 helicase inh 6, CRFR2-BP ag -1.5, GalR3 antagonist -10, CRFR2-BP antag -31, UBC9 SUMO inh 16, MEKK3 PB1 HTS 98, FID counter -4 and MEKK2wt PB1 HTS 115.
Screening Cc1ccnc(NS(=O)(=O)c2ccc(NC(=O)Cc3ccc(F)cc3)cc2)n1 returned MEKK2 mut-MEK5 11, NS3 helicase inh 5, CRFR2-BP ag -1.4, GalR3 antagonist -9, CRFR2-BP antag -7, UBC9 SUMO inh -15, MEKK3 PB1 HTS 108, FID counter -3 and MEKK2wt PB1 HTS 112.
Screening Nc1ccc(C(=O)N2N=C(c3ccc(F)cc3)CC2(O)C(F)(F)F)cc1 (centres undefined) returned MEKK2 mut-MEK5 1, NS3 helicase inh -1, CRFR2-BP ag 0.5, GalR3 antagonist -6, CRFR2-BP antag -6, UBC9 SUMO inh 10, MEKK3 PB1 HTS 103, FID counter -20 and MEKK2wt PB1 HTS 104.
For O=C(CCn1ccc([N+](=O)[O-])n1)NC1CCCCCC1 the results were MEKK2 mut-MEK5 -1, NS3 helicase inh 5, CRFR2-BP ag 2.0, GalR3 antagonist -2, CRFR2-BP antag -19, UBC9 SUMO inh 10, MEKK3 PB1 HTS 109, FID counter 1 and MEKK2wt PB1 HTS 97.
`O=C(NCc1ccccn1)C1CCN(S(=O)(=O)c2ccc(Br)cc2)CC1` gave MEKK2 mut-MEK5 -4, NS3 helicase inh 7, CRFR2-BP ag -0.3, GalR3 antagonist -5, CRFR2-BP antag 2, UBC9 SUMO inh 4, MEKK3 PB1 HTS 103, FID counter -31 and MEKK2wt PB1 HTS 104.
`COc1ccc(C2=NN(C(N)=S)C(c3ccccc3)C2)cc1` (centres undefined) gave MEKK2 mut-MEK5 3, NS3 helicase inh 11, CRFR2-BP ag 0.4, GalR3 antagonist -8, CRFR2-BP antag -14, UBC9 SUMO inh -9, MEKK3 PB1 HTS 103, FID counter -16 and MEKK2wt PB1 HTS 105.
`N#CC(c1cccc(Cl)c1)c1ccc2c(C(F)(F)F)cc(C(F)(F)F)nc2n1` (centres undefined) gave MEKK2 mut-MEK5 5, NS3 helicase inh -3, CRFR2-BP ag 34, GalR3 antagonist -2, CRFR2-BP antag 44, UBC9 SUMO inh 21, MEKK3 PB1 HTS 103, FID counter 2 and MEKK2wt PB1 HTS 102.
For CC1CN(C(=S)NC(=O)C2CCCCC2)CC(C)O1 (centres undefined) the results were MEKK2 mut-MEK5 -1, NS3 helicase inh -10, CRFR2-BP ag 2.6, GalR3 antagonist -3, CRFR2-BP antag -4, UBC9 SUMO inh -5, MEKK3 PB1 HTS 94, FID counter 0 and MEKK2wt PB1 HTS 95.
For Cc1c(C(=O)N2CCN(Cc3ccccc3)CC2)oc2c1C(=O)CC(C)(C)C2 the results were MEKK2 mut-MEK5 4, NS3 helicase inh 22, CRFR2-BP ag -1.2, GalR3 antagonist 3, CRFR2-BP antag 4, MEKK3 PB1 HTS 101, FID counter -35 and MEKK2wt PB1 HTS 103.
`COc1cc(NC(=O)c2c(F)c(F)c(F)c(F)c2F)c(OC)cc1Cl` gave MEKK2 mut-MEK5 3, NS3 helicase inh 8, CRFR2-BP ag -3.5, GalR3 antagonist -1, CRFR2-BP antag -11, UBC9 SUMO inh -7, MEKK3 PB1 HTS 105, FID counter -9 and MEKK2wt PB1 HTS 105.
For CCOc1ccc(CC(=O)NCc2cn3c(C)csc3n2)cc1 the results were MEKK2 mut-MEK5 10, NS3 helicase inh 12, CRFR2-BP ag -7.0, CRFR2-BP antag 14, UBC9 SUMO inh 6, MEKK3 PB1 HTS 100, FID counter -12 and MEKK2wt PB1 HTS 108.
`COc1ccc(S(=O)(=O)N(C)C)cc1NC(=O)CSc1ncccn1` gave MEKK2 mut-MEK5 -3, NS3 helicase inh -1, CRFR2-BP ag 1.2, GalR3 antagonist -4, CRFR2-BP antag 11, UBC9 SUMO inh 2, MEKK3 PB1 HTS 99, FID counter -6 and MEKK2wt PB1 HTS 98.
For O=C(Nc1ccc(N2C(=O)CCC2=O)cc1Cl)c1cccs1 the results were MEKK2 mut-MEK5 -8, NS3 helicase inh -3, CRFR2-BP ag 17, GalR3 antagonist -5, CRFR2-BP antag 7, UBC9 SUMO inh 18, MEKK3 PB1 HTS 100, FID counter -2 and MEKK2wt PB1 HTS 87.
`CC(C)NC(=O)[C@@H]1C[C@@]1(C)[C@@H](NC(=O)OCc1ccccc1)c1ccccc1` gave MEKK2 mut-MEK5 -4, NS3 helicase inh -3, CRFR2-BP ag 0.4, GalR3 antagonist -4, CRFR2-BP antag -7, UBC9 SUMO inh 13, MEKK3 PB1 HTS 95, FID counter -29 and MEKK2wt PB1 HTS 97.

By substructure, the compounds so far containing a CF3 group
CCOC(=O)C1C(c2cccc(F)c2)NC(=S)NC1(O)C(F)(F)F (centres undefined) was read as MEKK2 mut-MEK5 2, NS3 helicase inh 1, CRFR2-BP ag 1.2, GalR3 antagonist -11, CRFR2-BP antag 9, UBC9 SUMO inh -10, MEKK3 PB1 HTS 102, FID counter -8 and MEKK2wt PB1 HTS 102.
Screening Nc1ccc(C(=O)N2N=C(c3ccc(F)cc3)CC2(O)C(F)(F)F)cc1 (centres undefined) returned MEKK2 mut-MEK5 1, NS3 helicase inh -1, CRFR2-BP ag 0.5, GalR3 antagonist -6, CRFR2-BP antag -6, UBC9 SUMO inh 10, MEKK3 PB1 HTS 103, FID counter -20 and MEKK2wt PB1 HTS 104.
`N#CC(c1cccc(Cl)c1)c1ccc2c(C(F)(F)F)cc(C(F)(F)F)nc2n1` (centres undefined) gave MEKK2 mut-MEK5 5, NS3 helicase inh -3, CRFR2-BP ag 34, GalR3 antagonist -2, CRFR2-BP antag 44, UBC9 SUMO inh 21, MEKK3 PB1 HTS 103, FID counter 2 and MEKK2wt PB1 HTS 102.

Screening data from PubChem BioAssay.

Not all compounds are listed, so the mix of outcomes need not match the whole.
